Screens: PubChem BioAssay, several laboratories
PERK inh: inhibitors of human PERK kinase | 220,000 tested, 0.17% active | CHO PERK-DD fusion, SEAP luminescence translation reporter | inhibition, % at 5.6 µM;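 active = inhibition above the mean inhibition of all tested compounds plus 3 SD, set separately per screening campaign, cut at about 2.9% in these data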;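 also: PERK kinase domain activated by AP20187 dimerizer at 100 nM; 0% = DMSO with dimerizer and 100% = rapamycin at 8.4 µM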
TRPN1 ag: activates the zebrafish TRPN1 channel; activation, % at 3 µM; HEK293 zebrafish TRPN1-YFP, Fluo-8 calcium fluorescence; 100% = response to 87 µM carbachol; 220,000 tested, 0.18% active;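 active = activation above its plate's cutoff, the mean activation of test wells on that plate plus 3 SD, cut at about 19% in these data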;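 also: 0% = DMSO alone and 100% = 87 µM carbachol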
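Material: zebrafish TRPN1-YFP in HEK293 cells; Doses: single test compound dose, 3 µM nominal, 0.3% DMSO; Timing: dye loading 1 h at 37 °C, then 30 min room temperature; Technique: intracellular calcium fluorescence with Fluo-8; Benchmarks: high carbachol 87 µM, low DMSO alone.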
Ba/F3 V617F tox: loss of viability in JAK2V617F-driven Ba/F3 cells. Ba/F3 EpoR-JAK2V617F viability, ATP luminescence. inhibition, % at 5.6 µM. 220,000 tested, 1.1% active. AID 1446;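 active = inhibition above the campaign mean plus 3 SD over all tested compounds, cut at about 24% in these data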;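 also: cytokine-independent growth of Ba/F3 cells driven by EpoR plus mutant JAK2; 0% = DMSO-treated cells and 100% = JAK inhibitor I control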
S1P4 antagonist: blocks the human S1P4 receptor. inhibition, % at 4.98 µM. S1P4-expressing cells, antagonist mode, reporter read-out. AID 1510. 220,000 tested, 0.26% active; in the data active = inhibition above about 29%;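 also: 0% = wells stimulated with agonist and 100% = vehicle wells without agonist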
Target sequence (O95977 whole entry, looked up): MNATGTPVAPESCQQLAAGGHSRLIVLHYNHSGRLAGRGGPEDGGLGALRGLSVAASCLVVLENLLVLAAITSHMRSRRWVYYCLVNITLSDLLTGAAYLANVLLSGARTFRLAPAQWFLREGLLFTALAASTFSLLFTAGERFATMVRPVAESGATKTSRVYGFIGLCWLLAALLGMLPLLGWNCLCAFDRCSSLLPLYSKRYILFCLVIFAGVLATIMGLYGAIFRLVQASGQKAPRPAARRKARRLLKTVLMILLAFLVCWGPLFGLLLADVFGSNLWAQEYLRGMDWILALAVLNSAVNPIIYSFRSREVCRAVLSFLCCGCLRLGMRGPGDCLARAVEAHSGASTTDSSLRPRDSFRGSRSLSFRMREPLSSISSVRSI
EP2 mod: modulators of human EP2 prostaglandin E2 receptor; EP2-expressing cells, cAMP HTRF FRET, PGE2 co-stimulation; P43116; induction, % at 25 µM; 260,000 tested, 0.83% active; AID 940;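 active = compounds whose cAMP rise, as percent of the full-agonist control response, exceeds 60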;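 also: rat C6 glioma line stably carrying human EP2 under a CMV promoter; the protocol text gives 20 µM as final concentration; 100% = response of wells given 1 µM PGE2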
Target sequence (P43116 whole entry, looked up): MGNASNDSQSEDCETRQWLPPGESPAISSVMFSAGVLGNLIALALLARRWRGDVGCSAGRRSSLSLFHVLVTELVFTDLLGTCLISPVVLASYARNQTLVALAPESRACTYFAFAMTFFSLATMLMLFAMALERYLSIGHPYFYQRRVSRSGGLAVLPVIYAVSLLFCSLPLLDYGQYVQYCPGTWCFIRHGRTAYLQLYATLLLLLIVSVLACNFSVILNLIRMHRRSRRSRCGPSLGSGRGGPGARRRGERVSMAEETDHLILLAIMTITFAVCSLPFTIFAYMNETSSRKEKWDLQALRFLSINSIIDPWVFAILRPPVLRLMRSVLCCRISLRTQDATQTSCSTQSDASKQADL
Calpain2 inh: blocks pig calpain II enzyme activity; purified calpain II, fluorogenic peptide substrate, 30 min; inhibition, % at 16 µM; 220,000 tested, 0.37% active;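 active = inhibition above about 50%, limit read from the data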
BaF3 parental: parental Ba/F3 viability inhibition as JAK2V617F counter-screen; CellTiter-Glo ATP luminescence; AID 1486; inhibition, % at 5.6 µM; 220,000 tested, 1.1% active;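 active = inhibition above a per-campaign cutoff, the mean inhibition of all tested compounds plus 3 SD, cut at about 27% in these data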;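 also: 0% = DMSO wells and 100% = JAK Inhibitor I control wells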
S1P4 agonist: agonists of human S1P4 receptor; S1P4-expressing cell line, agonist reporter assay; activation, % at 4.98 µM; AID 1509; 220,000 tested, 0.35% active; O95977; in the data active = activation above about 11%;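 also: 0% = DMSO vehicle and 100% = reference agonist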
TRPML3 ag: human mucolipin-3 channel agonism. 220,000 tested, 0.29% active. activation, % at 3 µM. Q8TDD5. AID 1448. HEK293 TRPML3-YFP, Fluo-8 calcium fluorescence; 100% = the carbachol control signal;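 active = activation above its plate's cutoff, the mean activation of the plate's test wells plus 3 SD, cut at about 12% in these data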;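 also: 0% = DMSO only wells and 100% = carbachol wells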
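system = HEK293 cells stably carrying human TRPML3-YFP | doses = one concentration, 3 µM nominal, 0.3% DMSO | timing = dye loading 1 h 37 °C then 30 min ambient, 125 s read | detection = Fluo-8 calcium dye fluorescence, ex 470-495, em 515-575 nm | benchmarks = high control carbachol 87 µM, low control DMSO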
The depositor's hits bear a star; . = no result given.

The first two compounds (preview)
Below each SMILES – PERK inh, TRPML3 ag, TRPN1 ag, S1P4 antagonist, Ba/F3 V617F tox, S1P4 agonist, Calpain2 inh, BaF3 parental, EP2 mod
1) CCOc1cc(N2CCOCC2)c(OCC)cc1NC(=O)COC(=O)c1cc(C)oc1C
  1.3, 1.1, 0.4, 1.5, -2.9, -1.5, -35.1, 0.3, 32.2
2) COc1ccc(-c2cc(C(F)(F)F)n3nc(C(=O)N4CCCCC4)cc3n2)cc1OC
  -0.5, -0.6, -0.5, -17.7, 1.5, 1.8, -9.4, -0.5, 4.2

The listing, repeating the preview:
Below each SMILES – PERK inh, TRPML3 ag, TRPN1 ag, S1P4 antagonist, Ba/F3 V617F tox, S1P4 agonist, Calpain2 inh, BaF3 parental, EP2 mod
1) CCOc1cc(N2CCOCC2)c(OCC)cc1NC(=O)COC(=O)c1cc(C)oc1C
  1.3, 1.1, 0.4, 1.5, -2.9, -1.5, -35.1, 0.3, 32.2
2) COc1ccc(-c2cc(C(F)(F)F)n3nc(C(=O)N4CCCCC4)cc3n2)cc1OC
  -0.5, -0.6, -0.5, -17.7, 1.5, 1.8, -9.4, -0.5, 4.2
3) c1ccc(-c2nccc(-c3ccc4c(c3)OCO4)n2)cc1
  0.2, -1.0, -1.1, -12.9, 2.2, 1.3, -55.7, 3.9, 38.6
4) COc1cc(C)nc(Oc2ccc(OCc3ccccc3)nn2)n1
  -0.9, -0.3, 0.7, 2.0, 3.8, -1.0, -3.6, 2.0, -12.5
5) CCOC(=O)c1c(NC(=O)CSc2nnc(CNc3ccc(OC)cc3)n2C)sc(C)c1C
  -0.4, -0.6, -0.8, -2.5, 3.1, -1.8, -28.0, 5.0, -1.9
6) Cn1c(NC(=O)c2ccco2)c(-c2ccc(Cl)cc2)c(=O)c2ccccc21
  0.0, 0.4, -0.2, -0.9, -0.8, -0.3, -18.2, 4.1, 7.4
7) COc1ccc(NC(=O)CCCC2=NS(=O)(=O)c3ccccc3N2)cc1
  0.9, 0.6, 1.3, -9.8, 6.9, 2.6, 14.0, 10.8, 29.3
8) COCCNC(=O)C(=O)Nc1cccc(Br)c1
  0.5, 0.6, 1.2, 0.6, -1.3, -0.6, 15.5, 4.3, -11.4
9) Cc1c(CCO)c(=O)[nH]n1S(=O)(=O)c1ccccc1
  -0.2, 0.9, 1.1, -3.7, -1.9, 2.0, -7.5, 3.7, 16.8
10) COc1ccc(C2=Nn3c(nnc3-c3ccccc3OC)SC2)cc1OC
  -0.8, -0.6, 0.2, 5.6, 93.4*, -2.6, 20.9, 88.7*, 73.9*
11) CCOC(=O)c1ccccc1NC(=S)N1CCC(N2CCCCC2)CC1
  -0.1, 0.3, 0.3, -11.7, -2.2, 0.5, -4.8, 5.3, 28.1
12) C/C(=N\Nc1ccc(C(F)(F)F)cc1[N+](=O)[O-])C1CC1
  0.9, 0.7, 0.2, -15.4, 2.1, 1.6, -5.9, 4.9, 45.2
13) CN(C)C(/C=C/Nc1ccc(F)cc1)=C(C#N)C#N
  0.2, -0.5, 0.0, 2.6, -4.0, 0.5, 18.5, 4.1, -28.7
14) COc1ccc(CC(=O)NNc2ncnc3c2cnn3C)cc1
  0.5, 0.8, 0.8, -7.2, 1.6, 1.0, -12.0, 4.8, 6.9
15) O=C(O)CN1CCN(Cc2ccc(Cl)cc2)C1=O
  0.3, 0.6, 1.4, 8.3, 2.1, 0.3, 15.3, 4.0, 27.1
16) Nc1ccc(Nc2nc(-c3ccncc3)cs2)cc1
  0.1, 0.6, 0.1, -5.3, 9.2, 0.2, 3.5, 2.5, -28.3
17) CCCN(CCC)S(=O)(=O)c1ccc(C(=O)N2CC3CCC(CC3)C2)cc1
  -0.7, 0.6, 1.2, -0.2, -1.4, -0.6, 21.2, 0.4, -2.6
18) O=C(c1cc2ccccn2n1)N1CCCC1
  0.1, 0.8, 0.1, -7.4, 1.4, -0.3, -4.3, 4.0, 14.9
19) OCCSc1nc2ccccc2n1CCOc1ccccc1
  -1.1, 0.0, 0.8, -26.1, -1.8, -1.7, -6.8, 5.2, 14.6
20) Cc1cccc(NC(=O)C2CCCN(S(=O)(=O)c3c(C)nn(C)c3C)C2)n1 (stereo not given)
  -0.3, 0.5, -0.4, -7.9, -1.9, 0.6, -21.2, 5.2, 9.1
21) COc1ccc(N2CCN(C(=O)CSc3nnc(C)c(=O)[nH]3)CC2)cc1
  0.5, 0.6, 0.7, -13.4, 0.7, 0.2, 3.2, 5.0, 10.9
22) CCC(Sc1nc(C)cc(C)n1)C(=O)O (stereo not given)
  1.2, -0.1, 3.0, -1.9, 2.0, 1.4, -5.2, 3.4, 28.5
23) O=C(c1ccc2snnc2c1)N1CCCC1
  -0.9, 0.6, 0.4, -4.7, -3.8, -0.4, -7.6, -1.6, 18.8
24) CC(=O)c1sccc1NC(=O)CC(C)(C)CC(=O)O
  0.4, 0.7, 0.1, -5.1, 2.1, 0.0, 13.3, -1.1, -13.0
25) COc1ccc(/C=N/NC(=O)c2sc(C)nc2C)cc1
  -0.6, -0.7, -1.9, 12.3, 1.4, 1.1, -7.0, -1.8, -16.2
26) Cc1sc2nc(CN3CCOCC3)nc(NCCc3ccccc3)c2c1C
  -2.2, -0.1, 0.8, 18.0, -2.3, -1.9, -2.0, 5.2, -10.0
27) O=c1cc(CCl)nc2sc3ccccc3n12
  1.6, -0.2, -1.4, 5.3, 5.1, 0.9, -17.1, 7.0, 9.8
28) O=c1c(Cl)c(NCc2ccccc2)cnn1C12CC3CC(CC(C3)C1)C2
  -0.4, -0.6, 2.0, -8.4, 0.0, 0.7, 7.8, 6.8, 8.4
29) O=C(CSc1nnc(-c2ccco2)n1-c1ccccc1)NCc1ccc2c(c1)OCO2
  0.0, 0.1, -0.7, -0.4, -2.1, -0.1, -7.7, 3.6, 5.1
30) CCCn1nc([N+](=O)[O-])c(C(C#N)c2nc3ccccc3s2)c(Cl)c1=O (stereo not given)
  -1.0, 6.5, 4.2, 17.2, -2.1, -1.0, 2.9, 7.2, -18.7
31) CCCNC(=O)/C=C/c1ccc(C(C)C)cc1
  1.1, 0.7, -1.2, -17.0, -3.7, 0.5, -1.4, -0.1, -9.7
32) COc1cc2c(=O)n(CC3CCCO3)c(=O)n(CC(=O)Nc3ccc(F)cc3F)c2cc1OC (stereo not given)
  -0.2, 0.8, 1.1, -19.9, -0.3, 0.0, -23.8, 1.1, 17.6
33) CCCCc1[nH]c(=O)c(C#N)c2c1CCCC2
  -0.8, -0.2, 0.4, -10.6, 4.1, -0.2, 19.8, 3.4, 31.4
34) FC(F)(F)c1ccnc(NCc2ccco2)n1
  1.3, 0.9, 1.0, -29.1, 1.0, 3.1, -13.6, 1.0, 26.0
35) CC(C)CCNC(=O)c1cccc(Cl)c1
  0.3, -0.1, 0.5, 1.9, -3.4, -1.5, -5.2, 4.8, 4.6
36) O=C(CCCn1c(=O)[nH]c2cc(Cl)ccc2c1=O)NC1CCCCCCC1
  1.0, 0.3, -0.5, -4.3, -2.6, -1.3, 12.2, 0.4, 5.6
37) COc1cc(C2NCCC(=O)C2(C)C)cc(OC)c1OC (stereo not given)
  0.6, 0.5, -0.7, 1.9, 1.6, 0.9, -5.1, 8.9, 9.1
38) C/C=C/c1ccc(OCC(=O)O)c(OC)c1
  0.0, 0.6, 0.3, -5.7, 0.3, -0.3, -5.7, 2.0, -16.2
39) CCc1ccc(NC(=O)N(CCN(C)C)C(C)c2cccnc2)cc1 (stereo not given)
  0.3, 0.1, 1.0, -0.3, 2.4, 0.7, -14.4, 6.5, 14.3
40) COC(=O)c1sc2nc(CSc3nc4ccc(C)cc4[nH]3)[nH]c(=O)c2c1C
  0.0, 0.8, -0.3, -10.8, 4.1, -2.0, -152.5, 10.6, -29.3
41) COc1cccc(-c2cc(C(=O)Nc3cc(C)on3)no2)c1
  0.4, 0.5, 0.3, 8.9, -2.2, 1.6, -18.5, 0.2, -1.7
42) CCSc1nc2ccccc2c(=O)n1C1CCOC(C)(C)C1 (stereo not given)
  2.1, -1.4, -2.4, -10.8, 2.1, 1.5, 7.2, 4.8, 61.1*
43) COC(=O)CCS(=O)(=O)c1cc(Cl)ccc1Cl
  2.2, 1.2, -0.3, 1.5, 0.1, -0.2, -7.8, -1.2, -59.1
44) CCc1ccc(N(C(=O)c2csnn2)C(C(=O)NC(C)(C)C)c2ccccn2)cc1 (stereo not given)
  0.4, 0.5, -0.4, -5.9, -3.7, 2.2, -10.7, 2.7, -0.8
45) O=C(O)CCn1c(-c2ccccc2)cc2c1CCCC2=O
  2.1, 0.7, 0.7, -4.7, -0.3, 1.2, 11.7, 6.5, 20.8
46) COC(=O)CCC(=O)NNC(=O)c1ccc([N+](=O)[O-])cc1
  0.8, 0.4, -0.6, -6.2, -2.1, 1.4, -39.3, 4.9, 24.9
47) O=C(CSc1nc2ccccc2[nH]1)NCc1ccc(F)cc1
  0.0, 0.4, -0.1, -24.2, -1.5, 0.9, -12.9, 8.6, -5.9
48) O=c1[nH]c2c(c(=O)n1Cc1ccccc1)CCC2
  -0.3, 0.4, -0.4, -7.3, -2.6, 0.0, 18.6, 1.5, 13.2
49) CCOc1ccc(NC(=O)COC(=O)c2ncc(Cl)c(Cl)c2Cl)cc1
  0.5, 0.8, 1.9, -24.5, -0.4, 0.9, 13.8, 6.5, -22.8
50) O=S(=O)(c1ccc2nc(-c3ccco3)c(-c3ccco3)nc2c1)N1CCOCC1
  -0.3, -0.5, 1.1, -1.8, -0.6, 0.2, -184.4, 4.2, -19.2

Further structures
Below each SMILES – PERK inh, TRPML3 ag, TRPN1 ag, S1P4 antagonist, Ba/F3 V617F tox, S1P4 agonist, Calpain2 inh, BaF3 parental, EP2 mod
51) CS(=O)(=O)N1CCN(c2ccccc2NC(=O)C(c2ccccc2)c2ccccc2)CC1
  -1.0, -0.2, -0.6, -19.9, -1.7, 0.4, -22.6, 4.3, -11.2
52) COC(=O)c1ccc(-n2cnc3ccccc32)nc1
  0.8, 0.9, 0.6, 12.9, -3.4, -0.4, -10.2, 3.2, -15.5
53) CNC(=O)Nc1ccc2nc(C)oc2c1
  2.0, 0.8, 0.8, 0.7, -0.5, 0.6, -1.1, 2.3, 28.2
54) COc1ccc2c(c1)/C(=N/OC(=O)c1cccs1)CCC2
  -0.3, -0.4, -2.2, -12.3, 3.5, -1.0, 34.6, 7.2, 18.0
55) O=C(O)C(CC(=O)N1CCOCC1)NCc1ccccc1 (stereo not given)
  0.7, 0.6, -0.3, -13.3, -0.7, -0.2, ., 4.0, .

This is a random part of the collection; any-hit rate near 3.6%.
